Assay outcomes deposited in PubChem BioAssay by The Scripps Research Institute Molecular Screening Center.
SRC1 TRFRET art = TR-FRET artefact, counter-screen to PPARgamma/SRC-1 agonist assay; TR-FRET detection artefact counter-screen, emission ratio; hits give high values; TR-FRET ratio at 8 µM; 99,000 compounds, 0.34% hits; AID 1051; in the data active = TR-FRET ratio above about 2300; also: inactives centre near 1800; reference of the scale not given here
SRC3 TRFRET art = TR-FRET artefact, counter-screen to PPARgamma/SRC-3 agonist assay; TR-FRET ratio at 8 µM; PPARgamma/SRC-3 format; hits give high values; 99,000 compounds, 0.39% hits; in the data active = TR-FRET ratio above about 2000; also: inactives centre near 1600; reference of the scale not given here
* hit, by the source's call. A portion of the library (hit frequency here may not be typical).

SMILES	SRC1 TRFRET art	SRC3 TRFRET art
CC1CCCC(C)N1C(=O)COc1ccc([N+](=O)[O-])cc1Cl (stereo not drawn)	1761	1718
COc1ccc(NC(=S)NC23CN4CN(CN(C4)C2)C3)c(OC)c1	1959	1706
CCC(C(=O)NC1CCCCC1)n1c(SCc2cccc(C)c2)nc2ccncc21 (stereo not drawn)	1953	1483
NS(=O)(=O)c1ccc(NC(=O)C2C3C=CC(C3)C2C(=O)O)cc1 (stereo not drawn)	1548	1383
CCC(C)NC(=O)Cn1c(=O)sc2ccccc21 (stereo not drawn)	1643	1549
CC1(C)Cc2c(sc(NC(=O)c3ccccc3Cl)c2C(=O)O)CO1	1988	1739
CCOc1ccc(C(=O)N2CCn3c2nc2ccccc23)cc1	1586	1411
COC(=O)COc1ccccc1C(=O)Nc1ccc(OC)cc1	1832	1709
C=CCOc1c(CNC2CCCC2)cc(Cl)cc1OC	1809	1183
Cc1cccc(C)c1NC(=O)CS(=O)CC(=O)NCC1OCCc2ccccc21 (stereo not drawn)	1532	1574
CC(C)C[C@H](NC(=O)NCc1ccc(Cl)cc1)C(=O)O	1971	1510
CC(C)C(c1nnnn1Cc1cccs1)N1CCN(C(=O)c2ccco2)CC1 (stereo not drawn)	1845	1628
CCc1ccccc1NC(=O)CN(C)C(=O)CSc1nn(-c2ccc(F)cc2)c(=S)s1	1898	1554
O=C(c1ccc(S(=O)(=O)c2ccc(F)cc2)c([N+](=O)[O-])c1)N1CCCCCC1	1740	1500
CCC(CC)NC(=O)c1ccc(Cl)cc1	1726	1763
CCNC(=S)Nc1ccc(Cl)cc1	1910	1682
COc1ccc(-n2cc(C#N)c(=O)n(Cc3ccc(F)cc3)c2=O)cc1	1700	1453
COc1cccc(C2CC(c3ccc(C)cc3)Nc3nc(N)nn32)c1 (stereo not drawn)	1735	1461
Cc1ccc(C(=O)N/N=C(\CC(C)C)c2ccccc2)cc1	1913	1721
CCOC(=O)/C(=C\c1ccc(Cl)cc1)c1nc2sc(C)c(C)c2c(=O)[nH]1	1839	1779
CCN(CC)S(=O)(=O)c1ccc(NS(=O)(=O)CC23CCC(CC2=O)C3(C)C)cc1 (stereo not drawn)	1609	1498
O=C(O)c1ccc([N+](=O)[O-])c(CS(=O)(=O)c2ccc(Cl)cc2)c1	1488	1515
CCCCC(CC)CNC(=O)c1cc2ccccc2c(=O)o1 (stereo not drawn)	1830	1525
CN(C)CCCN(C(=O)c1sc2ccccc2c1Cl)c1nc2c(F)cccc2s1	1927	1672
CC(=O)N1CCN(C(=S)NC(=O)C23CC4CC(CC(C4)C2)C3)CC1	2063	1713
COC(=O)CCn1c(C)cc(C(=O)COc2ccccc2C(N)=O)c1C	1769	1708
COC(=O)/C=C/C(=O)N1CCN(c2ccccc2)CC1	1821	1716
Cc1ccsc1/C=N/N=C1\C(=O)Nc2ccccc21	2016	1725
CN(C)c1ccc(NS(=O)(=O)c2cccc(Cl)c2)cc1	1838	1544
Cc1ccn2c(Nc3ccccc3C)c(-c3ccncc3)nc2c1	1723	1480
COc1ccc(COc2ccccc2C(=O)NCc2ccccc2)cc1F	1661	1487
COc1ccccc1-c1c(C#N)c(N)nc2c1CCc1ccccc1-2	1913	1631
Cc1ccc(S(=O)(=O)c2ccc(Cl)cc2)cc1S(=O)(=O)NC(C(=O)O)C(C)C (stereo not drawn)	1569	1537
O=C(CN1C(=O)NC2(CCCCC2)C1=O)Nc1ccc2c(c1)CCC2	1908	1765
O=C(NN1CCCCC1)c1ccccc1	1692	1500
Cc1nnc2ccc(-c3cccc(NS(C)(=O)=O)c3)nn12	1706	1367
CCN(CC)S(=O)(=O)c1ccc2oc(C(=O)NCC3COc4ccccc4O3)c(C)c2c1 (stereo not drawn)	1928	1547
COc1ccc(Cn2c(=O)[nH]c3cc(C(=O)NCCCOC(C)C)ccc3c2=O)cc1	1649	1449
CC(NC(=O)c1ccc(Br)o1)c1ccccc1 (stereo not drawn)	1792	1288
O=C(c1noc2c1CCc1ccccc1-2)N1CCc2ccccc2C1	1868	1716

Among those listed so far, these contain a thiophene ring, fused or not:
SMILES	SRC1 TRFRET art	SRC3 TRFRET art
CC1(C)Cc2c(sc(NC(=O)c3ccccc3Cl)c2C(=O)O)CO1	1988	1739
CC(C)C(c1nnnn1Cc1cccs1)N1CCN(C(=O)c2ccco2)CC1 (stereo not drawn)	1845	1628
CCOC(=O)/C(=C\c1ccc(Cl)cc1)c1nc2sc(C)c(C)c2c(=O)[nH]1	1839	1779
CN(C)CCCN(C(=O)c1sc2ccccc2c1Cl)c1nc2c(F)cccc2s1	1927	1672
Cc1ccsc1/C=N/N=C1\C(=O)Nc2ccccc21	2016	1725

More results
SMILES	SRC1 TRFRET art	SRC3 TRFRET art
CSc1nc2ccc(NC(=O)c3c(F)cccc3F)cc2s1	1649	1604
Cc1c(-c2ccc(Br)cc2)[n+](=O)c2c(n1[O-])CCCC2	1681	1459
COc1ccc(C(=O)NC(C(=O)NCC2CCCO2)C(C)C)cc1 (stereo not drawn)	1386	1434
CC(C)c1ccc(N(CC(=O)NCC2CCCO2)C(=O)Cn2nnc(-c3cccs3)n2)cc1 (stereo not drawn)	1775	1702
COc1ccc(-c2csc(NC(=O)c3ccc(N4C(=O)CCC4=O)cc3)n2)cc1	1754	1890
Cc1cc(C)nc(NS(=O)(=O)c2ccc(NC(=O)CCN3C(=O)c4ccccc4C3=O)cc2)n1	1899	1571
Cc1cc([N+](=O)[O-])ccc1NC(=O)c1ccc(NC(=O)C(C)C)cc1	1767	1638
CC(C)=N/N=C(\c1cccc([N+](=O)[O-])c1)C12CN3CN(CN(C3)C1)C2	1649	1682
Cc1cc(-c2nnc(-c3cc4ccccc4oc3=O)o2)c(C)n1-c1ccccc1	2010	1732
COc1ccccc1Nc1ccc(C(=O)O)cc1[N+](=O)[O-]	1809	1677

An excerpt from above in order of heavy-atom count, smallest number first:
SMILES	SRC1 TRFRET art	SRC3 TRFRET art
COc1ccc(-c2csc(NC(=O)c3ccc(N4C(=O)CCC4=O)cc3)n2)cc1	1754	1890
CC(C)c1ccc(N(CC(=O)NCC2CCCO2)C(=O)Cn2nnc(-c3cccs3)n2)cc1 (stereo not drawn)	1775	1702
Cc1cc(C)nc(NS(=O)(=O)c2ccc(NC(=O)CCN3C(=O)c4ccccc4C3=O)cc2)n1	1899	1571

Continuation.
SMILES	SRC1 TRFRET art	SRC3 TRFRET art
CCN(CC)c1ccc(S(=O)(=O)N2CCOCC2)cc1NC(=O)CN1CCc2ccccc2C1	1743	1667
CCOC(=O)C1(Cc2cccc(F)c2)CCN(CC2CC2)CC1	1714	1695
Cc1ccc2[nH]c(=O)c(CNS(=O)(=O)c3ccccc3)c(-c3ccccc3)c2c1	1678	1782
C=C(C)C(=O)NNc1ccccc1	1825	1474
O=C1CCN(C(=O)c2ccccc2)C2CCCCC12 (stereo not drawn)	1836	1597
CCOc1ccc2[nH]c(=O)c(CN(Cc3cccs3)C(CC)c3nnnn3C(C)(C)CC)cc2c1 (stereo not drawn)	1658	1469
O=C(CC1C(=O)NCCN1Cc1ccc(F)cc1)NCCCn1cccn1 (stereo not drawn)	1694	1558
CCOc1ccccc1NS(=O)(=O)c1cn(C)nc1C	1576	1540
Cc1ccc(CCNC(=O)C2CCN(S(=O)(=O)c3ccc4c(c3)CCC(=O)N4)CC2)cc1	1615	1617
Cc1ccc(OCC(=O)NCC2CCCO2)c(C)c1 (stereo not drawn)	1533	1432
CC(=O)N(Cc1ccc(F)cc1)c1cccc(C)c1C	1870	1586
CCC(=O)NNc1nc2c(Cl)cccc2s1	1779	1424
O=C(N/N=C/c1ccc(OC2CSC2)cc1)c1ccc(CN2CCOCC2)cc1	2064	1587
c1ccc(Cn2ncc3ccccc32)cc1	1550	1646
CCc1cccc(Nc2cc(C)nc3nc(C)nn23)c1	1767	1770
O=C(O)/C=C/c1cnc2ccccc2n1	1783	1672
CCC(C)C(NC(N)=O)C(=O)Nc1ccc(S(=O)(=O)Nc2ccc(OC)cc2)cc1 (stereo not drawn)	1930	1441
Cc1cc2c(cc1C)NC(CC(=O)NCc1ccccc1)C(=O)N2 (stereo not drawn)	1846	1611
CC(C)n1cc(CN2CCN(CCc3ccccc3)C(CCO)C2)cn1 (stereo not drawn)	1739	1418
CCN(CC)c1ccc(C(=O)OCC(=O)Nc2sccc2C#N)cc1	1756	1576
O=C(NC1CCN(Cc2ccccc2)CC1)c1ccc(S(=O)(=O)NCc2ccco2)cc1	1838	1478
CC(C)(C)c1ccc(OCCCC(=O)Nc2ccc(S(N)(=O)=O)cc2)cc1	1643	1469
O=C(COC(=O)c1cncc(Br)c1)NCc1ccc2c(c1)OCO2	1833	1597
Cc1ccc(-n2cc(-c3ccccc3)c3c(NN4CCOCC4)ncnc32)cc1	1785	1791
CCn1c(SC)nc2c(c1=O)SC(C)C2 (stereo not drawn)	2051	1649
CCCc1nc2ccccc2c(C(=O)OCC(=O)NCc2ccc3c(c2)OCO3)c1CC	1816	1592
CCN(CC)S(=O)(=O)c1ccc(C(=O)NCCSc2c[nH]c3ccccc23)cc1	1813	1664
N/C(=N\OC(=O)Cc1ccc([N+](=O)[O-])cc1)c1cccc(Br)c1	1604	1452
C/C(=N/OCO/N=C(\C)c1ccccc1)c1ccccc1	1676	1628
C(=N\Nc1nc2ccccc2[nH]1)/c1ccc2c(c1)OCO2	2193	1932
CCOC(=O)C(NC(C)=O)C(=O)Nc1ccc(C(C)(C)C)cc1 (stereo not drawn)	1924	1302
O=[N+]([O-])c1cc(CN2CCN(c3ccccc3)CC2)c(O)c2ncccc12	1868	1807
CCOc1ccc(C(=O)NC2=NCCS2)cc1	1608	1503
Clc1nc(Nc2ccc(N3CCOCC3)cc2)c2ccccc2n1	2152	1646
CCOc1ccccc1NC(=O)[C@@H](NC(=O)c1cccc(S(=O)(=O)N2CCOCC2)c1)C(C)C	1953	1752
CC(C)c1ccc(NC(=O)CSc2ncccc2C(=O)Oc2cccc([N+](=O)[O-])c2)cc1	1640	1585
COC(=O)C1=NNCC12CC(=O)N(c1ccc(Br)cc1)C2=O (stereo not drawn)	1765	1632
COc1ccc(N/N=C(\C#N)C(N)=O)cc1	1925	1721
CC(C)(C)NC(=O)COc1ccc(CNCc2ccccn2)cc1	1634	1510
Cc1ccc(CN(CC(=O)NC(C)(C)C)C(=O)CNC(=O)c2cccs2)cc1	1452	1394
CC(=O)Nc1ccc(Sc2ccccc2C(=O)N2CCCC2)cn1	1883	1480
Cc1ccccc1NC(=O)Cn1c(=O)n(CC2CCCO2)c(=O)c2ccccc21 (stereo not drawn)	1763	1535
CCOC(=O)c1ccc(N2C(=O)CC(N3CCN(C(=O)c4ccccc4)CC3)C2=O)cc1 (stereo not drawn)	1835	1440
Cc1ccc(C2=[N+]([O-])C(C)(C)N(O)C2(C)C)cc1	1828	1636
O=C(N/N=C\c1c(O)ccc2ccccc12)c1ccc(Cn2cccn2)o1	1936	1554
O=C(O)c1cccc(S(=O)(=O)Nc2ccc(O)c(Sc3nc4ccccc4s3)c2)c1	1713	1484
Cc1ccccc1OCCn1cc(C(=O)O)c2ccccc21	1753	1537
O=C(O)COc1cccc(NC(=O)c2ccccc2)c1	1856	1618
COc1ccc(CCNC2=CC(=O)N(c3ccc(F)cc3)C2=O)cc1	1461	1547
Fc1ccccc1CSc1nnc(-c2cccnc2)o1	1953	1756
(cont.)
SMILES	SRC1 TRFRET art	SRC3 TRFRET art
O=S(=O)(Nc1cccc(Oc2cnccn2)c1)c1ccc(F)cc1	1759	1502
Fc1ccc(C2CC(c3cccs3)=NN2c2ccccc2)cc1 (stereo not drawn)	1885	1449
CCCCCC(=O)c1ccc(O)cc1O	2100	1592
Cc1c(NC(=O)CN2C(=O)NC(CCc3ccccc3)C2=O)c(=O)n(-c2ccccc2)n1C (stereo not drawn)	1886	1334
COc1ccc(-c2nn(-c3ccccc3)cc2/C=N/NC(N)=S)cc1OC	1763	1559
O=C(CN(CCc1ccccc1)S(=O)(=O)c1ccc(Cl)cc1)N/N=C/c1ccccc1C(=O)O	1712	1531
COc1cc(CCC(=O)Nc2cc(C)cc(C)c2)cc(OC)c1OC	1569	1457
O=C(COC(=O)c1cccs1)NC12CC3CC(CC(C3)C1)C2	2095	1583
O=C(COC(=O)/C=C/c1ccccc1[N+](=O)[O-])Nc1ccc(OC(F)F)cc1	1729	1594
COc1ccc(COC(=O)N/N=C(\C)CC(=O)NCc2ccc(Cl)cc2)cc1	1901	1559

Some values from the results shown.
Entry for O=C(CN(CCc1ccccc1)S(=O)(=O)c1ccc(Cl)cc1)N/N=C/c1ccccc1C(=O)O in SRC3 TRFRET art: 1531
Entry for O=S(=O)(Nc1cccc(Oc2cnccn2)c1)c1ccc(F)cc1 in SRC1 TRFRET art: 1759
Entry for COc1ccc(COC(=O)N/N=C(\C)CC(=O)NCc2ccc(Cl)cc2)cc1 in SRC1 TRFRET art: 1901
Entry for O=C(COC(=O)c1cccs1)NC12CC3CC(CC(C3)C1)C2 in SRC3 TRFRET art: 1583
Entry for O=C(COC(=O)/C=C/c1ccccc1[N+](=O)[O-])Nc1ccc(OC(F)F)cc1 in SRC1 TRFRET art: 1729

Carrying on.
SMILES	SRC1 TRFRET art	SRC3 TRFRET art
CCOC(=O)/C=C/C(=O)NNC(=O)c1ccccc1Cl	1747	1764
O=C(NC1CC1)C1CCN(C2CCN(C(=O)/C=C/c3cccs3)CC2)CC1	1655	1615
COCCCN(C(=S)Nc1c(C)cc(C)cc1C)C(C)c1ccccn1 (stereo not drawn)	1807	1765
Cc1ccc(S(=O)(=O)N2CCN(CC(=O)N/N=C/c3ccco3)CC2)cc1	1520	1569
Cn1c(N)c(C(=O)COC(=O)c2cncc(Br)c2)c(=O)n(C)c1=O	1429	1551
O=C(NN=C1C2CC3CC1CC(Cl)(C3)C2)c1cccs1	2033	1608
CC(=O)Nc1ccccc1NS(=O)(=O)c1ccccc1[N+](=O)[O-]	1812	1607
CCN(CC)c1ccc(N/C(N)=N/c2nc(C(F)(F)F)cc(=O)[nH]2)cc1	1646	1389
O=C(CCCCn1c(=S)[nH]c2ccsc2c1=O)NCc1ccc2c(c1)OCO2	1694	1549
CCOc1ccc(CN2CCN(Cc3[nH]c4ccc(OC)cc4c3C)CC2CCO)cc1 (stereo not drawn)	1806	1698
CN(CC(=O)Nc1sccc1C#N)Cc1ccccc1	1772	1509
